Assay outcomes: PubChem BioAssay, National Center for Advancing Translational Sciences (NCATS)
Vif-APOBEC3G blk = Vif-A3G binding inhibition | HeLa A3G-eYFP + Vif (tagged APOBEC3G with the HIV-1 protein that degrades it), YFP fluorescence, overnight | Potency, µM (titrated, usually from 46.1 µM), for inactives: at the highest dose activity, negative = active, actives largely listed as inhibitors | 410,000 tested, 0.076% active | AID 602310;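 further: potency means the concentration at half of the fitted maximal effect; on the % scale 0 is the no-effect control and ±100 the full control effect; nearly all actives have a fitted effect of over 60% in size; hits raise eYFP signal because A3G escapes Vif-driven loss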
Target sequence (Q9HC16 whole entry, looked up): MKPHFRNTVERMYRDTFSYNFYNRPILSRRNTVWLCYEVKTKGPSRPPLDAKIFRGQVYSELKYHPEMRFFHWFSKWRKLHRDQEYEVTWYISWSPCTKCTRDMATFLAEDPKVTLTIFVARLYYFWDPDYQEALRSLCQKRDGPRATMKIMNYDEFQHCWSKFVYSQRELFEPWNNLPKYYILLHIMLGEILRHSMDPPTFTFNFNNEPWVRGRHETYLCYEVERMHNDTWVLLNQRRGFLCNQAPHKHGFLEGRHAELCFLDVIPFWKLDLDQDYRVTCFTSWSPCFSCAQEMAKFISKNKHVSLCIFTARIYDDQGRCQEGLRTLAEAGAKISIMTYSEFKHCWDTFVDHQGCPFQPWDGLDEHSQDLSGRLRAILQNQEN
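Read-out is eYFP fluorescence (Ex 488/Em 500-530) from Vif-expressing HeLa A3G-eYFP cells; more signal means A3G escaped Vif-mediated degradation. Cells plated overnight, compound pinned in, incubated overnight at 37 deg C.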
Vif-APOBEC3F blk = Vif-A3F binding inhibition; HeLa A3F-eYFP + Vif (tagged APOBEC3F with the HIV-1 protein that degrades it), YFP fluorescence increase; Potency, µM (series often up to 46.1 µM), for the others: top-dose activity, negative = active; 390,000 tested, 0.2% active; AID 602313; further: potency means the concentration at half of the fitted maximal effect; % of control where 0% means no effect; nearly all actives have a fitted effect of over 65% in size
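HeLa cells stably expressing A3F-eYFP plus Vif, plated and incubated overnight at 37 deg C, then exposed to compounds overnight at 37 deg C. Blocked degradation read as raised yellow fluorescence (Ex 488/Em 500-530).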
D2 PAM = positively modulates the human D2 dopamine receptor allosterically; AID 485347; 340,000 tested, 0.34% active; potentiation, % at 10 µM; P14416; HEK293 T-REx D2, calcium flux, EC20 dopamine potentiation;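 active means potentiation over 3 SD above the plate norm, cut at about 30% in these data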; further: 0% is about no effect
Target sequence (P14416 whole entry, looked up): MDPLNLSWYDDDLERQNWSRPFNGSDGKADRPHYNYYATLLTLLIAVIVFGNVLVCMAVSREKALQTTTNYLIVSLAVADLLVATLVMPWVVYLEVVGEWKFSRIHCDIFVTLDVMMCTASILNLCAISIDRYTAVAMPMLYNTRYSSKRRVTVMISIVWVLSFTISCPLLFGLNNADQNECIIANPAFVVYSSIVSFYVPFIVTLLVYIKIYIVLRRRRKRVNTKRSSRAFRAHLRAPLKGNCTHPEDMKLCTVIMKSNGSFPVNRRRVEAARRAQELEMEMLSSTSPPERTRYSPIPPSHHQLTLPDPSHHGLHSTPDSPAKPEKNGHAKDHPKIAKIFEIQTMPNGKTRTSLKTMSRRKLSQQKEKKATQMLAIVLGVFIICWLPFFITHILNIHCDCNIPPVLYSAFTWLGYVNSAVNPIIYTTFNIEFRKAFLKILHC
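Potentiation of an EC20 dopamine calcium response is measured in a force-coupled, tetracycline-inducible Hek293 Trex D2 line. Compound-only kinetic reads over 180 s flag agonists before dopamine addition.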
D1 antagonist = antagonists of human D1 dopamine receptor; P21728; HEK293 TREx D1 cells, calcium flux, dopamine EC80; stronger effect = lower value; activity change, negative = inhibition, % at 10 µM; 360,000 tested, 3.2% active; AID 504652; in the data active means activity change below about -30%; further: on the % scale 0 is the no-effect control and ±100 the full control effect
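HEK293 T-REx cells expressing inducible, force-coupled D1 receptor; no-wash Ca dye, 30–90 min RT. Cmpd → 180 s read at 1 Hz → EC80 DA → 180 s read.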
LDHA inh = blocks human lactate dehydrogenase A | purified LDHA, NADH/diaphorase-resazurin fluorescence; stronger effect = lower value | P00338 | AID 1347041 | activity change, % (values are at about 110 or 230 µM) | 480,000 tested, 0.15% active; in the data active means activity change below about -30%; inconclusive means mostly about -25% to -30%;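 further: plate controls were DMSO wells for no effect and wells without enzyme for full effect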
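LDH5 2 nM; NADH 0.06 mM, pyruvate 0.2 mM; 200 mM Tris pH 7.4, EDTA, Tween-20; 5 min RT. Detection: diaphorase 0.133 mg/mL + resazurin 37 µM, fluorescence ex540/em590 at 0 and 20 min; normalized to enzyme-free and DMSO wells.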
D1 potentiator = enhances dopamine response at the human D1 receptor. HEK293 TREx D1 cells, calcium flux, dopamine EC20 potentiation. potentiation, % at 10 µM. 360,000 tested, 0.036% active; in the data active means potentiation above about 30%; further: 0% is about no effect
RXFP1 agonist = RXFP1 (human) receptor agonism; Q9HBX9; AID 2676; Potency, µM (top dose mostly 57.5 µM), for the others: top-dose activation, hits mostly activators; HEK293T-RXFP1 cAMP TR-FRET, 30 min; response scale: percent of porcine relaxin response, buffer zero; 370,000 tested, 0.3% active; further: potency means the concentration at half of the fitted maximal effect; on the % scale 0 is the no-effect control and ±100 the full control effect; nearly all actives have a fitted effect of over 60% in size; many of its hits are not listed in these tables
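Agonist response is measured as cAMP accumulation in an RXFP1-transfected HEK293T line under PDE4 inhibition. Values are scaled between buffer-only and 29 nM porcine relaxin, and EC50s come from standard Hill equation fits.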
D1 agonist = activates the human D1 dopamine receptor; 360,000 tested, 1% active; HEK293 T-REx D1 cells, calcium flux, agonist mode; activation, % at 2 µM; P21728; in the data active means activation above about 30%; further: 0% is about no effect
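Agonism was scored from calcium flux recorded over 180 s (1 read/s) after pintool compound addition, following a 10-cycle baseline. Cells were inducible force-coupled HEK293 TREx D1, plated overnight at 30 C and loaded with no-wash calcium dye.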
Glioma ERSR ind = induces the endoplasmic reticulum stress response in human glioma cells | U87-MG GRP78 promoter luciferase reporter, 16 h | Potency, µM, for inactives: top-dose activation, actives largely listed as activators | 420,000 tested, 0.02% active; further: potency means the concentration at half of the fitted maximal effect; series mostly up to about 76 µM; % of control where 0% means no effect; nearly all actives have a fitted effect of over 35% in size
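Stably transfected U87-MG glioma cells carrying a GRP78-based luciferase sensor; 16 h compound incubation. Luminescence end-point read 10 min after Bright-Glo addition at room temperature.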
Numbers without * were called inactive; ? = inconclusive; / = not tested or not shown; & = joins results of further samples. Unless noted, the call rests on the fitted dose curve; in most records, active means well fitted curve in the direction sought with a large enough effect; inconclusive means small, poorly fitted or top-dose-only effect, or another doubt; inactive means no such curve, though single readings can be large; an effect the other way counts as inactive or inconclusive.

Second line of a record – Vif-APOBEC3G blk, Vif-APOBEC3F blk, D2 PAM, D1 antagonist, LDHA inh, D1 potentiator, RXFP1 agonist, D1 agonist, Glioma ERSR ind
CC(=O)c1ccc(NC(=O)NNS(=O)(=O)c2ccc(F)cc2)cc1
    -6%, -6%, 6, 2, -5, 4, -0.3%, 3, 2%
O=C(Nc1cccc(Br)c1)c1ccc(OC2CSC2)cc1
    /, /, -20, -36*, /, -4, -0.6%, 3, /
C=CCc1ccc(OCC(O)CN2CCCCC2C)c(OC)c1 (configuration not stated)
    0%, -1%, -1, 1, 3, -10, -1.2%, 2, 0%
O=C(NNC(=S)NC1CCCCC1)c1ccccc1O
    3%, 13%, -4, 6, -2, 0, -1.4%, 10, -3%
C=CCn1c(COc2ccccc2C)nnc1SCC(=O)O
    0%, -15%, 2, 4, -4, -3, 0.7%, 2, -5%
COc1ccc2c(c1)CC=C1C2CCC2(C)C(=O)C(=NO)CC12 (configuration not stated)
    ?, -9%, /, /, -2, /, /, /, 5%
Fc1ccc(CNc2ncnc3cc(Cl)ccc23)cc1
    -1%, 4%, 2, 6, -1, -5, -1.4%, 28, -3%
CCOC(=O)C1=C(O)c2ccccc2C(=O)/C1=C\c1ccc(CC)cc1
    ?, 22µM*, 12, -7, 91&74, -6, 3.1%, 12, ?
Cc1ccc(S(=O)(=O)N2CCCOC2CNC(=O)C(=O)NCCC2=CCCCC2)cc1 (configuration not stated)
    0%, -3%, 23, -22, -5, -5, 2.1%, 6, -4%
CCOC(=O)c1ccc(NC(=O)Nc2ncccc2C)cc1
    2%, 6%, -3, 2, -5, -4, -0.4%, 5, 3%
Cc1cc(NC(=O)COC(=O)c2cc(S(=O)(=O)N3CCOCC3)ccc2N2CCCCC2)no1
    -2%, /, 3, 1, -3, -2, 1.1%, 0, -4%
CCc1ccc(-n2c(=O)c3c4c(sc3n(Cc3ccccc3C#N)c2=O)CCCC4)cc1
    -3%, -8%, 1, 3, 2, 0, 4.7%, 15, -2%
CCCC(=O)c1c(NC)cc(C)oc1=O
    0%, 1%, 0, -17, -4, -9, -0.7%, 4, -4%
CC(NC(=O)c1ccccc1F)c1nnc(SCc2nc3ccccc3c(=O)[nH]2)n1C (configuration not stated)
    -1%, ?, 19, 3, -8, 7, 1.2%, 0, -5%
Cc1ccccc1-c1nc2c3ccccc3nc(=S)n2[nH]1
    -4%, -1%, 6, -11, -1, -9, ?, 3, -2%
COc1cc(C(=O)Oc2cc(C)cc(C)c2)cc(OC)c1OC
    -3%, -6%, -5, 1, -4, -6, 0.7%, 2, -1%
COc1cccc(Oc2nnnn2-c2ccccc2)c1
    1%, -4%, 1, 2, 0, 0, 1.8%, 1, 13%
O=C(Nc1ccc(Nc2ccccc2)cc1)c1c(Cl)cccc1Cl
    1%, -34%, /, /, 0, /, /, /, 0%
Cc1ccc(-n2[nH]c(C)c(C=Nc3ccc4[nH]c(=O)[nH]c4c3)c2=O)cc1
    -19%, -2%, -4, 16, -1, 9, -0.8%, 3, -15%
CN1CC(COCc2ccccc2)Oc2ccccc2S1(=O)=O (configuration not stated)
    -1%, 3%, /, /, -11, /, /, /, 0%
CN(CC(=O)Nc1ccccc1Br)C(=O)c1cc(S(=O)(=O)N(C)C)ccc1N1CCCC1
    3%, -21%, 9, -3, -3, -6, 0.6%, -1, -4%
O=C(OCC1OC(n2ccc(=O)[nH]c2=O)C(Cl)C1O)c1ccccc1 (configuration not stated)
    1%, 5%, 2, 2, 0, -3, -0.1%, 4, -3%
Cc1cccc(S(=O)(=O)Nc2ccc(-c3cn4ccccc4n3)cc2)c1
    -4%, 3%, 10, -7, -5, 7, -0.5%, 0, -5%
O=C(c1ccco1)N1CCC(n2nnc3ccccc32)CC1
    -5%, -5%, 7, -12, -14, 2, -0.2%, 4, -3%
COc1cc(-c2cc(C(=O)N3CCCCCC3)c3ccccc3n2)cc(OC)c1OC
    -3%, 6%, -13, 12, -5, -1, 5.1%, -1, -2%
CCOC(=O)c1ccc(NC(=O)CCC(=O)NCc2ccco2)cc1
    1%, 13%, 5, 2, -4, -3, 0.5%, 1, 2%
Cc1cccc(C(=O)NCC(c2ccc3c(c2)OCO3)N2CCN(c3ccccc3F)CC2)c1 (configuration not stated)
    3%, -11%, -17, 3, -1, 0, -0.8%, 2, -3%
CCOC(=O)C1CCCN(C(=O)CNC(=O)c2nn(-c3ccc(OC)c(Cl)c3)c(=O)c3ccccc23)C1 (configuration not stated)
    -2%, -8%, 3, -30, -3, 4, 11%, -2, 5%
CC(=O)Nc1sc2c(c1C(c1ccccn1)N1CCCC1)CCCC2 (configuration not stated)
    -2%, -2%, 7, -4, -6, 4, -2.0%, 2, -1%
COc1ccc(Cl)cc1NC(=O)NNC(=O)C(=O)Nc1ccc(F)cc1
    2%, -5%, /, /, -2, /, /, /, -2%

Some of these compounds in order of count of non-hydrogen atoms, ascending.
Second line of a record – Vif-APOBEC3G blk, Vif-APOBEC3F blk, D2 PAM, D1 antagonist, LDHA inh, D1 potentiator, RXFP1 agonist, D1 agonist, Glioma ERSR ind
O=C(c1ccco1)N1CCC(n2nnc3ccccc32)CC1
    -5%, -5%, 7, -12, -14, 2, -0.2%, 4, -3%
CCOC(=O)c1ccc(NC(=O)CCC(=O)NCc2ccco2)cc1
    1%, 13%, 5, 2, -4, -3, 0.5%, 1, 2%
Cc1cccc(S(=O)(=O)Nc2ccc(-c3cn4ccccc4n3)cc2)c1
    -4%, 3%, 10, -7, -5, 7, -0.5%, 0, -5%

The list goes on:
Second line of a record – Vif-APOBEC3G blk, Vif-APOBEC3F blk, D2 PAM, D1 antagonist, LDHA inh, D1 potentiator, RXFP1 agonist, D1 agonist, Glioma ERSR ind
O=C(c1ccco1)N1CCN(C(c2ccccc2Cl)c2nnnn2CC2CCCO2)CC1 (configuration not stated)
    2%, 10%, -6, -1, -4, -3, -0.2%, 2, -3%
NS(=O)(=O)c1ccc(N2CCN(C(=O)C3COc4ccccc4O3)CC2)nc1 (configuration not stated)
    4%, -23%, 1, 3, -3, 3, 0.4%, 2, -4%
O=C(COc1ccc(F)cc1)OCCN1CCOCC1
    0%, -5%, 15, 11, 4, 3, 0.6%, -1, -4%
O=C(Nc1cccnc1)c1cc(-c2ccc(Cl)cc2)on1
    1%&3%, -14%&-1%, -8&-14, -21&8, 0&-10, -10&1, 3.1%&5.2%, 6&-2, 6%&8%
CC(=O)c1ccc(N2CCN(C(=O)CNS(=O)(=O)c3ccc4c(c3)OCCCO4)CC2)c(F)c1
    0%, -11%, -1, -11, -6, -7, -0.7%, 15, -5%
CCOC(=O)C1=C(CC)Nc2ccccc2N/C1=N\S(=O)(=O)c1ccccc1F
    -2%, -2%, -9, -16, 0, -3, 0.3%, 0, -1%
O=C(NC1CCCc2ccccc21)C1CCN(S(=O)(=O)N2CCCCCC2)CC1 (configuration not stated)
    -3%, -1%, -8, -11, -1, -4, -0.3%, 1, -2%
Cc1sc2ncnc(NCC(c3ccco3)N3CCCC3)c2c1C (configuration not stated)
    0%, 1%, -8, 13, -2, -1, -1.1%, 0, -4%
CCc1ccc(-n2nc3ccc(NC(=O)c4cc(Cl)c(OC)c(Cl)c4)cc3n2)cc1
    -3%, 1%, -4, -11, -4, -3, 3.7%, 0, 0%
O=C(O)C1(c2ccccc2)CCN(S(=O)(=O)c2ccc(Br)cc2)CC1
    -1%, -5%, -6, -6, -4, 10, -4.2%, 1, 0%
Cc1ccc(CN2C(=O)C(Cc3ccccc3)Nc3ncnc(N4CCN(c5ccccc5)CC4)c32)cc1 (configuration not stated)
    -1%, -2%, -10, 3, 2, -1, -1.7%, 3, -5%
N#Cc1c(-c2ccccc2)nc(N2CCOCC2)[nH]c1=O
    1%, -8%, 18, -4, -2, 5, 16%, 1, -4%
CCn1cc(C(=O)NCc2ccccn2)c(=O)c2cc(S(=O)(=O)N3CCCCC3)ccc21
    /, /, 8, 3, /, -2, 2.7%, 10, /
O=C(O)c1ccc(/C=N/Nc2nc(N3CCCCC3)nc(N3CCCCC3)n2)cc1
    4%, 4%, 3, 9, -15, 0, -25%, 0, 0%
CCc1[nH]c(=O)c(C#N)c2c1CSC(C)(C)C2
    1%, -1%, -1, 7, -2, 3, 0.1%, 0, -1%
Cc1cccc(C)c1OCC(O)CN (configuration not stated)
    3%, 1%, -10, 15, 1, -6, 0.7%, 3, -3%
CCOC(=O)c1ccc(NC(=O)CC2C(=O)N(c3cccc(C)c3)C(=O)N2CCOC)cc1 (configuration not stated)
    0%, -5%, -4, -2, -1, -3, -0.1%, -2, 2%
O=C(Cc1cccs1)Nc1cccc(C(=O)Nc2ccco2)c1
    -10%, -4%, /, -14, -1, -5, -0.2%, 2, -3%
C=CCn1c(=O)c2ccc(C(=O)NCc3ccccc3)cc2n(Cc2cccc(Cl)c2)c1=O
    5%, 1%, 19, -17, 0, -1, -0.1%, 10, -6%
Cc1c(C(=O)Nc2ccccc2N2CCOCC2)sc2nc3n(c(=O)c12)CCC3
    /, /, /, -15, /, -2, 4.6%, 3, /
CCCc1cc(C(=O)N2CCCC(C(=O)c3cccc4ccccc34)C2)n(C)n1 (configuration not stated)
    1%, -15%, 7, -3, 1, -4, 0.7%, 4, 0%
CC(NS(=O)(=O)c1ccccc1)C(=O)NC1CCCC1 (configuration not stated)
    1%, 2%, 6, 1, 0, -6, -2.2%, 2, -5%
CCCCn1c(N)c(N(CCOC)C(=O)CCN2C(=O)C3CC=CCC3C2=O)c(=O)[nH]c1=O (configuration not stated)
    -4%, -13%, /, /, -2, /, /, /, -3%
Cc1ccsc1C(=O)OCC(=O)NC1CCS(=O)(=O)C1 (configuration not stated)
    0%, 0%, /, -5, -5, -3, 1.7%, 3, 0%
CN(CC(=O)Nc1c(Cl)cccc1Cl)C(=O)c1ccc2ccccc2n1
    0%, 5%, -2, -9, -7, -4, -0.4%, 1, 0%
CC1Cc2ccccc2N1C(=O)CSc1ncc(-c2ccc(F)cc2)n1C (configuration not stated)
    6%, 9%, -6, 1, 1, -6, -1.0%, 0, 3%

A portion of the library; count on the stated rates, not on these rows.
